Assay outcomes from PubChem.
MITF inh – human MITF inhibition, primary screen. AlphaScreen MITF homodimerization, bead proximity signal. inhibition, % at 2.6 µM. actives 0.91% (n = 650,000). AID 1259374; in the data active means inhibition above about 50%;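 further: 0% = vehicle wells with protein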
TEAD-YAP inh – TEAD-YAP interaction inhibition; actives 1.4% (n = 640,000); HEK-TIYL cells, TEAD-Gal4/YAP UAS-luciferase luminescence; AID 1259422; inhibition, % at 9.12 µM; in the data active means inhibition above about 32%;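 further: 0% = median of test compound wells and 100% = reference inhibitor wells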
FBW7 activator – human FBW7 E3 ligase activation, primary screen; AlphaScreen FBW7–phospho-cyclin E peptide binding, activator screen; normalized activity (activation), % at 26.1 µM; actives 0.13% (n = 650,000); AID 1259310; in the data active means normalized activity above about 1.9%;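 further: purified mutant Fbw7 with reduced substrate affinity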
Target sequence (Q969H0 whole entry, looked up): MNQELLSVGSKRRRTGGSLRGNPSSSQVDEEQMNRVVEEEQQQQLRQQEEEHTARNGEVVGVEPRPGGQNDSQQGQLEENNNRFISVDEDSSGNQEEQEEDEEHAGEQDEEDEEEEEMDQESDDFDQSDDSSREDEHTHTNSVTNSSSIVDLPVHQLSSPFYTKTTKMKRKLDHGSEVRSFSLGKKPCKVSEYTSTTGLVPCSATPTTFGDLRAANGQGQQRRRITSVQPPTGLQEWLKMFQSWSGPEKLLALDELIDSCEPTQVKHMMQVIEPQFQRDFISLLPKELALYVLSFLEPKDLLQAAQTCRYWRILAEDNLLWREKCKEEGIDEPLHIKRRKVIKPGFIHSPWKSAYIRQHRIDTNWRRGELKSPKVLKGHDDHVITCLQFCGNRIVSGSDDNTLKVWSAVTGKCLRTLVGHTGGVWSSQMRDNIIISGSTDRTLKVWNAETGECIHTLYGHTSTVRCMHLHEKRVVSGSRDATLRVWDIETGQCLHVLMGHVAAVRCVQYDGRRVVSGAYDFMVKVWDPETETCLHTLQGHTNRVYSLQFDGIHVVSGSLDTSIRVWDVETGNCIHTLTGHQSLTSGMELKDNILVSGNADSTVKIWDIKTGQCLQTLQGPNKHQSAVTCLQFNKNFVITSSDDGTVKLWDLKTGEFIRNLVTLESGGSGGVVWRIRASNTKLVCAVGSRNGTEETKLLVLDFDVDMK
GPR151 activ – activates the human receptor GPR151; Q8TDV0; PathHunter beta-arrestin GPR151 cells, luminescence; activation, % at 11.2 µM; actives 1% (n = 650,000); AID 1508602; in the data active means activation above about 4.9%;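 further: 0% = median of compound wells and 100% = cells with positive control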
* marks the source's active call; other numbers are inactive results; / = no result given.

SMILES	MITF inh	TEAD-YAP inh	FBW7 activator	GPR151 activ
COc1cc(OC)nc(NC2OC(=O)c3ccccc32)n1 (configuration not stated)	8	4	0.0	-0.5
O=C1C(c2ccc(F)cc2)N(Cc2ccc3c(c2)OCO3)C(=O)CN1C1CCCC1 (configuration not stated)	-8	8	0.1	-0.1
CCSCCOC(=O)C1=C(C)N(C)C(=O)NC1c1cccc([N+](=O)[O-])c1 (configuration not stated)	15	9	0.1	1.8
O=C1OC(c2cccc(Cl)c2)=N/C1=C\c1cccc([N+](=O)[O-])c1	-11	9	0.0	1.2
O=C(Cc1ccncc1)N1CCCNCC1	-4	-6	1.5	1.2
O=C(Nc1ccc(Br)cc1)c1ncn(-c2ccccc2)n1	-2	1	0.3	0.8
O=C1NC(=O)/C(=C\c2ccc(C(F)(F)F)cc2)N1	2	-26	0.0	0.1
COc1ccc(OCCCC(=O)N2CCCc3ccccc32)cc1	-7	5	0.0	0.7
O=[N+]([O-])c1cc(C(F)(F)F)ccc1N1CCN(S(=O)(=O)c2ccccc2)CC1	23	3	0.1	-1.1
O=C(O)c1ccc2c3c(cccc13)C(=O)N(c1ccc(O)cc1)C2=O	32	-9	-0.5	-0.2
Cc1cccc(C(=O)Oc2ccc(C)c(C)c2)c1	-22	2	0.0	0.5
CC(C)C(=O)NC(NCc1ccco1)C(Cl)(Cl)Cl (configuration not stated)	-11	2	-0.1	0.1

Single records (already shown). Order of values: MITF inh, TEAD-YAP inh, FBW7 activator, GPR151 activ
O=C1C(c2ccc(F)cc2)N(Cc2ccc3c(c2)OCO3)C(=O)CN1C1CCCC1 (configuration not stated) as listed: -8, 8, 0.1, -0.1
CC(C)C(=O)NC(NCc1ccco1)C(Cl)(Cl)Cl (configuration not stated) as listed: -11, 2, -0.1, 0.1

The list goes on.
SMILES	MITF inh	TEAD-YAP inh	FBW7 activator	GPR151 activ
COc1ccc(C(C)=O)cc1COC(=O)c1ccc(Cl)cc1[N+](=O)[O-]	4	4	-0.4	-1.4
Cc1c(CN2CCCC(N(C)CCc3ccccc3)C2)c(=O)n(-c2ccccc2)n1C (configuration not stated)	-4	-1	-0.1	1.5
Cc1ccc(NC(=O)c2cc(=O)c3ccccc3o2)cc1S(=O)(=O)N1CCOCC1	21	10	0.2	0.1
COC(=O)c1cc(OC)c(OC)cc1NC(=O)Cc1ccccc1OC	3	-4	0.1	1.8
O=C(CCC(=O)N/N=C/c1ccc([N+](=O)[O-])cc1)N/N=C/c1ccc([N+](=O)[O-])cc1	15	12	0.0	0.0
COc1cccc(-c2nc(CCN)n3ccccc23)c1	7	14	0.0	-0.8
COc1ccc2[nH]c(=O)cc(C(=O)O)c2c1	27	-2	0.2	1.3
O=C(c1cccc(C(F)(F)F)c1)N1CCCC1	2	-4	0.1	-1.7
COc1cccc(OC)c1C(=O)Nc1ccc(S(=O)(=O)N2CCCCC2)cc1	5	2	-0.1	-0.1
COC(=O)[C@H](COC(C)(C)C)NC(=O)OC1C(=O)c2cc(Br)ccc2O[C@H]1c1ccc2c(c1)OCO2 (some centres not stated)	12	/	0.9	-2.0
CN(C)C(=O)CSc1nnc(-c2ccc(C#N)cc2)o1	-5	7	0.0	1.2
COC(=O)c1c(NC(=O)C=C(C)C)sc2c1CCC2	-9	4	0.2	-1.6

Random excerpt: two compounds from above, in no set order.
SMILES	MITF inh	TEAD-YAP inh	FBW7 activator	GPR151 activ
O=C(c1cccc(C(F)(F)F)c1)N1CCCC1	2	-4	0.1	-1.7
Cc1ccc(NC(=O)c2cc(=O)c3ccccc3o2)cc1S(=O)(=O)N1CCOCC1	21	10	0.2	0.1

The results go on:
SMILES	MITF inh	TEAD-YAP inh	FBW7 activator	GPR151 activ
COc1ccc2oc(=Nc3ccc(C#N)cc3)c(C(N)=O)cc2c1	0	7	0.0	-0.4
Cc1ccc(S(=O)(=O)NCc2ccc(Cl)cc2)s1	13	-5	0.1	1.5
CN(C)CCNc1ccc2ncc(-c3ccsc3)n2n1	12	4	0.2	4.9
O=C(Nc1cccc(C(F)(F)F)c1)c1ccc(F)c(S(=O)(=O)NCCc2ccccc2)c1	6	14	-0.2	-0.4
CCCCCCn1c(=O)[nH]c2nc3cc(N(C)C)ccc3nc2c1=O	-2	-2	0.0	2.5
CCS(=O)(=O)N1CCCc2cc(NS(=O)(=O)CC(C)C)ccc21	17	1	0.5	0.7
CCOC(=O)C1=C(C)N=c2s/c(=C\c3cc(Br)c(O)c(OC)c3)c(=O)n2C1c1cccc(OC)c1 (configuration not stated)	4	1	0.0	-0.2
Cc1onc(-c2ccccc2Cl)c1C(=O)NNC(=O)c1ccc(F)cc1	5	14	0.5	-0.7
COc1ccccc1-n1cc(-c2ccccc2)nc1SCC(=O)Nc1ccccc1Cl	14	8	-0.2	-0.1
COc1ccccc1C1(O)CC2CCC(C1)N2c1ncnc2nc[nH]c12 (configuration not stated)	6	-2	-0.1	-0.1
CCOC(=O)c1ccc(NC(=O)CSc2nnc(COc3cccc(C)c3C)o2)cc1	17	18	0.2	2.4
O=C(NCc1ccco1)c1ccc(N2CCN(c3ccccn3)CC2)c([N+](=O)[O-])c1	0	9	-0.1	-0.1
Cc1cc(C(=O)N2CCC[C@@H](Cn3cc(C(=O)N4CCOCC4)nn3)C2)on1	-11	-4	-0.1	-1.1
COCc1oc2ccc(NS(=O)(=O)c3ccc(C)cc3)cc2c1C(=O)OC	-7	55*	-0.1	-1.2
CCSCCOC(=O)C1=C(C)NC2=C(C(=O)CC(c3cccs3)C2)C1c1cc(OC)c(O)c([N+](=O)[O-])c1 (configuration not stated)	0	9	-0.1	0.4
Cc1oc2c(C)c(O)ccc2c(=O)c1N1C(=O)c2ccccc2C1=O	18	1	0.1	-1.7
Cc1cccc(NC(=O)c2cc(-c3ccncc3)nc3ccccc23)c1	-9	2	0.1	-0.8
Cc1cc(=O)oc2cc(OCC(=O)Nc3sc4c(c3C#N)CCC4)ccc12	20	-16	-0.1	-0.9
CN(Cc1ccccc1)C(=O)CCC1CCN(C(=O)CC2=CCCCC2)CC1	-13	-23	0.0	1.5
COC(=O)C1=C(N)OC2=C(C(=O)CCC2)C1c1cccs1 (configuration not stated)	-7	-6	0.1	-1.2
CC(=O)N1CCc2cc(Br)cc(S(=O)(=O)NC(c3ccccc3)c3ccccc3)c21	17	-1	0.2	1.1
O=C(NCc1cccnc1)C1=CCN(S(=O)(=O)c2ccc(F)cc2)CC1	-6	6	0.0	-0.2
CC(CNC(=O)c1cc2ccccc2oc1=O)NC(=O)c1cc2ccccc2oc1=O (configuration not stated)	7	0	0.0	1.2
CCC[N+](C)(CCC)Cc1cc2ccccc2c2c1COC2	16	1	0.1	-0.1
COc1ccc(C2N(C)c3ccccc3N2C)cc1OC	7	2	-0.1	1.0
O=C(CCN1CCCCC1)NNC(=O)C12CC3CC(CC(C3)C1)C2	11	8	0.3	0.4
O=C(NCCc1ccc(Cl)cc1)c1ccc(N2CC3CC(C2)c2cccc(=O)n2C3)c(NS(=O)(=O)c2ccc(F)cc2)c1 (configuration not stated)	4	2	0.2	-0.2
COc1ccc(CCC(=O)N/N=C\c2cccs2)cc1	13	0	0.0	-0.3
COc1ccccc1NC(=O)Nc1ccnn1C1CCN(C(=O)c2ccc(C)cc2C)CC1	11	3	0.0	-0.6
CCC(C)NC(=O)CN1C(=O)c2cccnc2Oc2ccc(C)cc21 (configuration not stated)	11	6	0.7	0.1
Cn1c(O)c(C2=NC(=S)NC2=O)c2ccccc21	-8	-4	-0.1	1.5
Cn1c(=O)c2ncn(CC(=O)N/N=C/c3ccc(O)cc3)c2n(C)c1=O	12	-8	0.2	-0.3
CCOc1ccccc1NC(=O)c1ncoc1-c1cccc(F)c1	-10	-6	0.1	4.7
CC1(C)OC(c2ccccc2)=C/C(=C/C=C/C(=O)/C=C(\c2ccccc2)N2CCOCC2)O1	27	8	-0.5	-1.0
O=C(c1ccc(Br)s1)N1CCC[C@H]1[C@H](O)c1nccs1	11	-4	0.1	-0.4
C/C(=C/C(=O)C(F)(F)C(F)F)Nc1ccccc1	12	0	0.1	2.2

A run of entries of the results above, for reference:
SMILES	MITF inh	TEAD-YAP inh	FBW7 activator	GPR151 activ
COc1cc(OC)nc(NC2OC(=O)c3ccccc32)n1 (configuration not stated)	8	4	0.0	-0.5
O=C1C(c2ccc(F)cc2)N(Cc2ccc3c(c2)OCO3)C(=O)CN1C1CCCC1 (configuration not stated)	-8	8	0.1	-0.1

Further compounds.
SMILES	MITF inh	TEAD-YAP inh	FBW7 activator	GPR151 activ
CC(NC(=O)C(=O)NCc1ccc2c(c1)OCO2)C(c1cccs1)N1CCN(C)CC1 (configuration not stated)	24	4	0.1	-0.5
CC1(C)CC(=O)C2=C(C1)Nc1ccccc1N(C(=O)Cc1ccccc1)C2c1cccs1 (configuration not stated)	0	8	-0.3	-0.5
COc1ccc2[nH]c3nc(SCC(=O)Nc4cccc(F)c4)nnc3c2c1	6	3	0.2	-0.3
COc1ccc(/C=C/c2c([N+](=O)[O-])c(=O)n(C)c(=O)n2C)cc1	5	0	0.0	0.0
COc1cc2nc(Oc3ccccc3)nc(NCCOc3ccccc3)c2cc1OC	1	20	0.0	1.0
C=CCNC(=O)/C(C#N)=C/c1c(Oc2ccc(Cl)c(C)c2)nc2ccccn2c1=O	6	9	0.1	-6.2
O=C(O)CCCC(=O)N1CCC(N2CCN(c3ccc(F)cc3)CC2)CC1	23	-5	0.1	0.5
Cc1onc(-c2ccccc2Cl)c1C(=O)N(C)C1CCCCC1	5	25	-0.1	1.6
COc1ccccc1NC(=O)CCc1nc2cccnc2n1-c1ccccc1	1	-6	-0.1	1.0
COc1ccc(Cl)cc1NC(=O)c1cc(-c2ccccc2)nc2ccccc12	-7	10	0.3	-0.7
COC(=O)CCC1CCCCC12OCCO2 (configuration not stated)	0	-5	0.0	1.7
Cc1ccc(OCC(=O)NNC(=O)COc2ccc3c(C)cc(=O)oc3c2)cc1C	13	0	0.1	-0.5
Cc1ccccc1-c1nnc(SCCC(=O)N2CCOCC2)o1	-5	-12	-0.3	0.1
COc1ccc(CCNc2nc(-c3ccc(N4CCN(C)CC4)cc3)nc3c2ncn3-c2ccsc2)cc1	3	13	-0.1	2.2
CCOc1ccc(CNc2ncc(-c3cccc(OC)c3)n2C)cc1	17	-3	-0.2	0.3
CCCNC(=O)Cc1cn(-c2ccc(N3CCOCC3)nn2)c2ccccc12	-8	-33	-0.1	0.4
CC1(C)Cc2ccccc2-c2nc(-c3ccccc3)n(N)c(=O)c21	-12	-8	0.1	0.7
Cc1ccc2oc(-c3ccc(NC(=O)c4ccc(C(C)(C)C)cc4)cc3O)nc2c1	-14	1	0.1	-1.3
CCOC(=O)CSc1nc2c(sc(=S)n2-c2ccc(C)c(C)c2)c(=O)n1-c1ccccc1F	-7	4	0.0	2.3
CC(C)C(=O)N1CCCC(c2ncncc2-c2ccncc2)C1 (configuration not stated)	-12	-9	-0.1	0.0
O=[N+]([O-])c1ccc(-c2nnc(C34CC5CC(CC(C5)C3)C4)o2)cc1	-4	5	-0.1	0.5
Cc1cc(C)cc(NC(=O)c2cc3c(CO)cnc(C)c3oc2=O)c1	17	3	0.0	4.5
COc1ccc(OC)c(CCNC(=O)c2ccccc2NC(=O)C2=C(C)OCCS2)c1	1	1	-0.4	0.3
CSc1nc2c(sc(=S)n2-c2ccc(C)c(C)c2)c(=O)n1-c1ccccc1F	1	1	0.0	0.2
CC(NC(=O)c1cnc2scc(-c3ccc(Cl)s3)n2c1=O)c1ccc(F)cc1 (configuration not stated)	-1	2	0.2	-0.6
CC(C)c1ccc(NC(=O)c2cc(S(=O)(=O)N3CCN(Cc4ccc5c(c4)OCO5)CC3)ccc2F)cc1	-1	5	0.0	1.6
COC(=O)C1=C(C(=O)OC)SC(=C2C(=S)C(C)(C)N(C(=O)c3ccc(Cl)cc3Cl)c3cc(C)c(C)cc32)S1	10	6	-0.1	0.5
C=CCOc1ccc(/C=C2\C(=O)C(C(=O)OC)=C(C)N2c2ccc(C)cc2)cc1	12	-7	-0.1	0.2
CC(C)CNC(=O)C(=O)NCc1cccnc1	-4	-1	-0.2	1.0
COc1ccc(N2CCN(c3ccc(NC(=O)c4ccc5c(c4)OCO5)cc3C#N)CC2)cc1	-2	-2	-0.2	1.3
OCCC1CN(Cc2cccc3cccnc23)CCN1CCc1ccccc1 (configuration not stated)	0	1	-0.1	-0.2
